TCR activator – activates T cell receptor signaling; primary human leukocytes, anti-CD3, IL-2 HTRF, 48 h; 330,000 tested, under 10 active; Potency, µM (top dose mostly 9.22 µM), for inactives: at the highest dose activation of IL-2 secretion, usual class: activators; note: % of control where 0% means no effect
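TCR engagement came from a-CD3 beads alone, with compounds added to primary human leukocytes for 48 hr. Secreted IL-2 bridged europium cryptate- and d2-labelled anti-IL-2 antibodies, giving FRET emission at 665nm after 320nm excitation.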
Eya2 phos inh – inhibitors of human Eya2 phosphatase activity | recombinant Eya2, OMFP fluorescence dephosphorylation (OMFP is methylfluorescein phosphate) | Potency, µM (doses to about 76.9 µM), for the others: at the top dose activity, negative = inhibition, most hits filed as inhibitors | 0.006% of 330,000 active; note: potency is the fitted concentration of half-maximal effect; % is set by controls: 0 for no effect and ±100 for the full control effect
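Eya2 protein (added as 0.2 uM solution) was preincubated with compound for 10 min at ambient temperature in 50 mM HEPES pH 7.5, 50 mM NaCl, 5 uM MgCl2, 0.05% BSA, 1 mM DTT. OMFP (added at 50 uM) then reacted 10 min; fluorescence read at 485/525 nm.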
AT treatment – potential ataxia-telangiectasia treatments restoring KAP-1 phosphorylation. […] A-T fibroblasts, KAP-1 phosphorylation AlphaLISA; neocarzinostatin DNA damage 30 min before lysis. 0.19% of 320,000 active. Potency, µM (doses to about 57.5 µM), without a hit: top-dose activation, actives largely listed as activators; note: potency is the fitted concentration of half-maximal effect; % of control where 0% means no effect; nearly all actives have a fitted effect of over 45% in size
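hTERT-immortalized A-T patient fibroblasts ([…]), 500 cells/well in OPTI-MEM, 1% FBS, got compounds for 60 min, then NCS for 30 min at 37C. Lysates were then assayed for phospho-KAP-1 by AlphaLISA (anti-pKAP1 donor, anti-KAP1 acceptor beads), 6 hr at 25C.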
ELG1 DNA repair – ELG1-dependent DNA repair inhibition. HEK293T ELG1-luciferase reporter, luminescence, 16 h; DNA damage induced by 5-fluorouridine. Potency, µM (highest dose often 46.1 µM), for inactives: at the top dose activity change, negative = inhibition, actives largely listed as inhibitors. 2.3% of 330,000 active; note: potency is the fitted concentration of half-maximal effect; % is set by controls: 0 for no effect and ±100 for the full control effect; nearly all actives have a fitted effect of over 55% in size
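5-Fluorouridine DNA damage + compound/DMSO, 2,000 cells/well, 16 h, 37 °C/5% CO2. ONE-Glo, 30 min RT, luminescence. Readout = decrease in reporter signal.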
TSHR antag – blocks TSH signaling through the human TSH receptor; P16473; activity change, negative = inhibition, % at 11.5 µM; 0.2% of 330,000 active; AID 504810; TSHR-expressing cells, TSH-stimulated cAMP HTRF, 2 h; hits give low values;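 active = activity change below a set negative limit, meaning inhibition stronger than a set level, cut at about -70% in these data; inconclusive = activity change between two set negative limits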; note: % is set by controls: 0 for no effect and ±100 for the full control effect
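TSHR-expressing cells, 200/well, pre-treated with compound, then stimulated with EC80 TSH (4nM final) for 2 hours at 37 deg C. cAMP measured by competitive HTRF: anti-cAMP cryptate antibody in lysis buffer plus cAMP-d2, read after 30 minutes at room temperature.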
KCNH2 3.1 inh – blocks the human KCNH2 3.1 channel isoform; U2OS KCNH2 3.1, thallium flux FluxOr; hits give low values; AID 720553; 0.95% of 340,000 active; activity change, % (tested at about 1.8 µM);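 active = maximum activity change below -70%; inconclusive = maximum activity change from -70% to -50%; inactive = maximum activity change above -50%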;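 note: thallium influx rate constant from kinetic fluorescence after stimulation buffer; % is set by controls: 0 for no effect and ±100 for the full control effect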
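Virally transduced U2OS (3.1 isoform, 4 h infection in dark at RT) → overnight 37 C → FluxOr + Red40 in HBSS/HEPES, 45 min → stimulation buffer, 2 min kinetic read → rate constant vs DMSO controls.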
KCNH2 WT inh – KCNH2 (human, wildtype) channel inhibition | AID 720551 | Q12809 | U2OS, BacMam KCNH2, thallium flux FluxOr; hits give low values | 0.37% of 340,000 active | activity change, % at 1.84 µM;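 active = maximum activity change below -70%; inconclusive = maximum activity change between -70% and -50%; inactive = maximum activity change above -50%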; note: % is set by controls: 0 for no effect and ±100 for the full control effect
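U2OS cells transduced with wild-type KCNH2 virus are loaded with FluxOr dye for 45 min, and thallium flux is measured in kinetic reads before and after stimulation buffer. Rate constants are normalized to DMSO controls.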
TRPV1 agonist – activates the human vanilloid receptor TRPV1; Q8NER1; TRPV1-expressing cells, Fluo-8 calcium influx, agonist mode; activation, % at 8.33 µM; 0.19% of 320,000 active; AID 540275; in the data active = activation above about 80%; inconclusive = between about 30% and that limit; note: 0% is about no effect
Target sequence (Q8NER1 whole entry, looked up): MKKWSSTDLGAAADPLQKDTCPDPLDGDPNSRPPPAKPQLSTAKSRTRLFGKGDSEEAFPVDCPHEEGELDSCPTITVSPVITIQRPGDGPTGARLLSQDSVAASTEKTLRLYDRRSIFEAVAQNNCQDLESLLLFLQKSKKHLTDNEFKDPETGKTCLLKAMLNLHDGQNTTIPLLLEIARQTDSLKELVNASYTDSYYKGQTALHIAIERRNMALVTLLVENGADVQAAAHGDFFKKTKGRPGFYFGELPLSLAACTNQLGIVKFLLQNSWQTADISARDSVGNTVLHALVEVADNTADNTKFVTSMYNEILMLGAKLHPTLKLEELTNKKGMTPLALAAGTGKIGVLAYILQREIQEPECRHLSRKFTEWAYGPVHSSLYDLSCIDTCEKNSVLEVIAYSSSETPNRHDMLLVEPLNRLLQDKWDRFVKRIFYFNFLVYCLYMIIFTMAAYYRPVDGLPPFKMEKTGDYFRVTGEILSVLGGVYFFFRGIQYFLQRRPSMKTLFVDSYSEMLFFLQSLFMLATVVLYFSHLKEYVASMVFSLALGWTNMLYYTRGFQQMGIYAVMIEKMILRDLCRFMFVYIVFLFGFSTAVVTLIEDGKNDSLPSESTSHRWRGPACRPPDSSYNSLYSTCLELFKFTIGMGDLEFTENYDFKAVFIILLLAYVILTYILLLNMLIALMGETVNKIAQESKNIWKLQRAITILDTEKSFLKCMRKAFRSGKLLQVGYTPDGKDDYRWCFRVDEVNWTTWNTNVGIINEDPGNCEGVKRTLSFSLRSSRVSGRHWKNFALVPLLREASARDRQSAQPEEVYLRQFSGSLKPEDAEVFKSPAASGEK
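Fluo-8 calcium influx in TRPV1-expressing cells, kinetic read (ex 480/em 520 nm). Compound added and read 3 min for agonist activity, followed by capsaicin at EC20 final and 2 min further read for enhancement.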
USP2a inh – USP2a (human) protease inhibition; O75604; 0.01% of 330,000 active; USP2 core, Ub-CHOP2 coupled fluorogenic reporter, 485/531; Potency, µM (series often up to 38.3 µM), for inactives: at the highest dose activity change, negative = inhibition, usual class: inhibitors;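 note: potency is the fitted concentration of half-maximal effect; plate controls were DMSO wells for no effect and full inhibition by NEM control for full effect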
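Deubiquitinase activity read as fluorescence (485/531 nm) after Ub-CHOP2 cleavage activates the enterokinase reporter on its substrate; USP2 core 10nM, Ub-CHOP2 and substrate 25nM each, 30min compound preincubation then 60min RT; data normalized to NEM, curves fitted.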
Mito fusion yeast – mitochondrial division inhibition or fusion activation | S. cerevisiae fusion-defective mutant growth rescue, CellTiterGlo 48 h | Potency, µM (titrated, usually from 46.1 µM), for the others: top-dose growth rescue (activation), actives largely listed as activators | 0.23% of 320,000 active;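 note: potency is the fitted concentration of half-maximal effect; % of control where 0% means no effect; nearly all actives have a fitted effect of over 45% in size; temperature-sensitive fusion mutants such as fzo1-1 at 37 °C on non-fermentable ethanol glycerol medium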
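Luminescent cell viability in 1536-well qHTS format served as the measure of rescued growth in ts fusion-mutant S. cerevisiae cultured on non-fermentable YPEG for 48 hours at 37C.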
* = called active by the depositor; i = inactive; ? = inconclusive; . = not tested or not shown; [ ] = dose if it differs, or a comment. Unless noted, calls come from the whole dose curve; as a rule, active = well fitted curve in the direction sought with a large enough effect; inconclusive = small, poorly fitted or top-dose-only effect, or another doubt; inactive = no such curve, though single readings can be large; an effect the other way counts as inactive or inconclusive. Some of the compounds tested; count on the stated rates, not on these rows.

Start of the listing, in advance, 2 compounds:
SMILES	TCR activator	Eya2 phos inh	AT treatment	ELG1 DNA repair	TSHR antag	KCNH2 3.1 inh	KCNH2 WT inh	TRPV1 agonist	USP2a inh	Mito fusion yeast
COc1cccc(-n2c(=O)c3sccc3n(CC(=O)NCC3CCCO3)c2=O)c1 (stereo not drawn)	-7.8%	3.3%	-3.9%	-6.6%	7.8	-5.9	4.5	0.8	0.8%	-1.1%
Cc1ccc(/C=N/c2sc3c(c2C#N)CCCCC3)o1	3.5%	11.4%	1.1%	?	-0.1	-7.0	-6.2	4.6	-1.7%	3.5%

Results, from the first entry:
SMILES	TCR activator	Eya2 phos inh	AT treatment	ELG1 DNA repair	TSHR antag	KCNH2 3.1 inh	KCNH2 WT inh	TRPV1 agonist	USP2a inh	Mito fusion yeast
COc1cccc(-n2c(=O)c3sccc3n(CC(=O)NCC3CCCO3)c2=O)c1 (stereo not drawn)	-7.8%	3.3%	-3.9%	-6.6%	7.8	-5.9	4.5	0.8	0.8%	-1.1%
Cc1ccc(/C=N/c2sc3c(c2C#N)CCCCC3)o1	3.5%	11.4%	1.1%	?	-0.1	-7.0	-6.2	4.6	-1.7%	3.5%
COc1ccccc1CCC(=O)Nc1nc2ccccc2[nH]1	1.3%	2.8%	3.6%	?	-5.8	-0.6	6.3	4.3	-1.5%	2.8%
CCOC(=O)N1CCN(C(=O)c2cc(COc3ccc(OC)cc3Cl)on2)CC1	3.9%	-4.5%	17.6%	21.0%	-39.0	-0.9	-9.0	24.4	2.9%	1.6%
CCN1CCN(S(=O)(=O)c2cc(C)c(OC)cc2C)CC1	0.9%	-21.1%	1.8%	-4.8%	-10.6	-5.5	-6.3	-2.8	-0.3%	-4.7%
CN(CC1CCCN(CCc2cccc(C(F)(F)F)c2)C1)C(=O)c1ccc2nc[nH]c2c1 (stereo not drawn)	4.3%	1.7%	-0.2%	-12.3%	5.4	-12.0	27.7	1.2	1.6%	-5.4%
CCOc1ccc(-n2c(=S)sc3c(=O)[nH]c(SCC(=O)C(C)(C)C)nc32)cc1	4.1%	-10.8%	-0.6%	14.6µM*	-38.7	-8.8	-2.7	1.4	0.4%	-1.3%
CCc1cccc(C)c1NC(=O)C1CCN(C(=O)c2ccc([N+](=O)[O-])cc2)CC1	-4.1%	-0.3%	-0.7%	0.5%	0.0	4.6	-2.1	0.4	1.5%	-2.1%
Cn1cc([N+](=O)[O-])c(C(=O)n2cccn2)n1	2.4%	4.4%	4.1%	0.0%	24.7	1.7	-4.1	-7.9	1.1%	1.5%
COc1ccc(NC(=O)Cc2c(O)c3ccccc3[nH]c2=O)cc1	-2.1%	12.7%	-2.6%	1.8%	5.4	0.9	-1.2	-5.4	-1.3%	-0.4%
COC(=O)c1cc(Br)c(=O)n(CCN2CCOCC2)c1	-0.5%	-0.5%	-0.7%	18.7%	0.2	4.6	2.4	0.6	2.2%	0.7%
O=C(NNC(=O)c1cccs1)c1ccc(Cl)cc1	-0.7%	2.3%	-7.6%	?	-1.3	-1.9	i	7.7	1.3%	3.9%
Cc1ccc(-n2nnnc2CSc2nnc(-c3ccc(O)cc3)o2)cc1	6.4%[46.1 µM]	-0.3%	2.9%	-21.2%	-0.6	3.6	1.0	2.5	-0.1%	3.7%
COc1cc(COc2ccc3c(C)c(Cc4ccccc4)c(=O)oc3c2C)cc(OC)c1OC	-0.1%	0.1%	-1.9%	?	-23.5	-9.5	-11.4	6.9	-0.5%	-1.0%
CN(C)c1cc[n+](CC(=O)Nc2ccc(OC(F)F)cc2)cc1	-7.4%	-5.8%	-2.7%	0.0%	-5.4	-25.7	-5.5	1.7	-0.3%	-12.3%
CCCN1CCC(NC(=S)Nc2ccc(C(=O)OCC)cc2)CC1	-1.4%[46.1 µM]	-2.1%	4.2%	17.6%	1.4	-10.7	36.2	-1.4	5.5%	-2.2%
O=C(O)CC1(CC(=O)N2CCN(CCO)CC2)CCCC1	-8.2%	-3.1%	1.3%	11.6%	-21.0	61.2	6.1	-0.2	2.0%	-3.4%
NCCCCC(NC(=O)C1CCCN1C(=O)C1CSSCC(N)C(=O)NC(Cc2ccc(O)cc2)C(=O)NC(Cc2ccccc2)C(=O)NC(CCC(N)=O)C(=O)NC(CC(N)=O)C(=O)N1)C(=O)NCC(N)=O (stereo not drawn)	.	7.1%	-18.2%	1.0%	0.9	.	.	-1.2	-0.2%	-2.8%
Cc1ccc(C(=O)Oc2cccc(-n3cnnn3)c2)cc1	-3.8%	-14.7%	29.1%	?	29.4	-0.4	-5.8	-0.3	-1.0%	4.5%
COc1ccc2nc(C3CCCCC3)nc(C3CCCCC3)c2c1	-2.6%	17.0%	32.6%	?	13.7	1.8	-7.8	1.9	-1.4%	2.4%
Cc1ccc(CNC(=O)c2cc3c(=O)n(C)c4ccccc4c3n2C)cc1	2.1%	7.3%	5.3%	11.0%	-5.1	-5.7	0.3	-1.4	0.4%	1.3%
Cn1c(SCC(=O)Nc2ccccc2Cl)nnc1C1CC1	-5.5%	-2.7%	0.9%	-5.6%	-5.8	44.1	-3.6	0.1	4.4%	3.7%
O=C(NNC1=NS(=O)(=O)c2ccccc21)c1ccccc1	1.6%	3.8%	-9.0%	?	-0.8	0.3	44.4	0.3	-9.2%	-0.8%
C=CCn1c(SCC(=O)Nc2ccc(S(N)(=O)=O)cc2)nnc1-c1cnccn1	-4.9%	-2.2%	20.1%	10.1%	-6.0	-12.4	-143.3*	2.1	3.6%	0.6%
CN(C)c1nc(OCCOC(=O)COc2ccc(Cl)cc2Cl)nc(N(C)C)n1	-4.7%	-12.4%	1.0%	-2.0%	0.2	-8.3	-0.6	2.3	0.9%	-1.9%
O=C(c1cccc(C(F)(F)F)c1)N1CCC2(CC1)NCCc1[nH]cnc12	-0.7%	-4.2%	-3.9%	28.4%	9.0	-24.9	-2.4	-0.6	4.2%	2.4%
Cc1ccc(OCC(=O)c2cc(C)c(C)cc2C)c([N+](=O)[O-])n1	3.0%	-5.5%	.	?	7.3	-2.2	3.4	19.2	-5.6%	-1.9%
Nc1nonc1-n1nnc(C(=O)N/N=C/c2ccccc2F)c1-c1cccs1	5.9%	?	-4.2%	-8.7%	2.4	-18.2	12.3	8.0	-1.1%	4.4%
O=C(c1ccco1)N1CCN(C(=O)c2ccc(Cn3cc(Br)cn3)o2)CC1	-7.7%	-5.3%	.	-6.5%	0.3	1.8	-16.0	-6.4	1.4%	0.5%
COc1cc(NC(=O)c2ccco2)c(C(=O)OCC(=O)c2c[nH]c3ccccc23)cc1OC	7.9%[46.1 µM]	-2.2%	6.8%	8.2µM*	-6.5	-1.0	1.4	-0.8	0.6%	0.1%
CCCCn1c(N)c(N(CC(C)C)C(=O)c2ccc(S(=O)(=O)N(CC)c3ccccc3)cc2)c(=O)[nH]c1=O	-2.9%	-19.4%	2.4%	21.1%	7.6	-1.8	0.2	-2.4	0.2%	-0.6%
CCN(CC)CCOc1nnc(-c2ccc(C)cc2)c2ccccc12	2.6%	13.7%	.	-4.7%	6.8	-2.2	45.7	9.8	6.0%	-0.9%
Cc1ccc(CN2CCN(C3CCOCC3)CC2CCO)cc1 (stereo not drawn)	-0.2%	14.5%	1.7%	-1.6%	-9.9	16.1	19.3	1.1	0.3%	-2.1%
CC(Cc1cccs1)N(Cc1ccc(Cl)cc1)C(=O)c1ccncc1 (stereo not drawn)	4.9%	-1.3%	-10.0%	-6.3%	-5.0	-14.2	10.6	6.1	-0.7%	4.3%
Cc1cccc(C2=NNC(=O)C(c3ccc(Cl)cc3)C2)c1 (stereo not drawn)	-7.1%	-0.1%	-0.1%	?	-0.6	17.9	3.2	-3.3	-10.4%	-7.8%
CC(NC(=O)c1cn(C)c2ccc(S(=O)(=O)N3CCCC3)cc2c1=O)c1ccccc1 (stereo not drawn)	-3.8%	2.5%	10.3%	3.2%	-42.1	-5.7	5.5	?	2.1%	-0.8%
CCN(CC(=O)NC(=O)NCc1ccccc1)CC(=O)Nc1cc(Cl)ccc1C	5.2%	-26.5%	4.9%	?	-6.4	-20.3	-2.5	18.1	2.6%	-2.9%
COCc1ccc(CN2CCC(C(=O)Nc3cccc(-c4cscn4)c3)CC2)o1	5.4%	13.6%	6.2%	-21.3%	8.3	-1.8	7.2	-1.0	1.5%	1.1%
CC(C)(C)NC(=O)CSC(=Nc1ccc(F)cc1)NC#N	0.5%	0.6%	1.4%	17.4%	4.7	-7.2	-32.4	-1.2	1.7%	-1.7%
CCn1c(=N)c(C(=O)NC)cc2c(=O)n3cccc(C)c3nc21	2.1%	-14.3%	0.6%	-12.4%	-35.4	3.5	-2.9	-5.9	0.6%	-19.0%
COc1ccc(C(C)NC(=O)c2ccccc2)cc1 (stereo not drawn)	.	1.2%	5.9%	-3.7%	2.7	-28.0	-13.2	-2.3	3.6%	-0.9%
COc1cccc(N(C(=O)C2COc3ccccc3O2)C(C(=O)NC2CCCCC2)c2ccc(O)cc2)c1 (stereo not drawn)	-8.9%[46.1 µM]	-27.9%	2.5%	?	5.4	.	.	13.4	-1.9%	-5.5%

High-throughput results from PubChem BioAssay.
